Assay outcomes (PubChem)
D1 ag: agonists of human D1 dopamine receptor | P21728 | actives 1% (n = 360,000) | HEK293 T-REx D1 cells, calcium flux, agonist mode | activation, % at 2 µM | AID 504660; in the data active = activation above about 30%; also: 0% is about no effect
Target sequence (P21728 whole entry, looked up): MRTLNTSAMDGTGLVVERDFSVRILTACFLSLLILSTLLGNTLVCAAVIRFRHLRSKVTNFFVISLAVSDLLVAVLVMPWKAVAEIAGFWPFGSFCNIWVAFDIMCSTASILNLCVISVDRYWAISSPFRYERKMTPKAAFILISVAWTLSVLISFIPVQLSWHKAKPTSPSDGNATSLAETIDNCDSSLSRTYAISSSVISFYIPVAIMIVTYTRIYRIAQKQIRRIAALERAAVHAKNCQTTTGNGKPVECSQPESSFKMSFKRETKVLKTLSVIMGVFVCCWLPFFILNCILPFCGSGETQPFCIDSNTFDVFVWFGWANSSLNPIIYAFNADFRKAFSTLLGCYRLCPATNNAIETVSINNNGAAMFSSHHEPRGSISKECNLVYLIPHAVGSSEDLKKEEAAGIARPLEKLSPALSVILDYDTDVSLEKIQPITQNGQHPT
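Agonism was scored from calcium flux recorded over 180 s (1 read/s) after pintool compound addition, following a 10-cycle baseline. Cells were inducible force-coupled HEK293 TREx D1, plated overnight at 30 C and loaded with no-wash calcium dye.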
D2 PAM: positive allosteric modulators of human D2 dopamine receptor. actives 0.34% (n = 340,000). P14416. potentiation, % at 10 µM. HEK293 T-REx D2, calcium flux, EC20 dopamine potentiation. AID 485347;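 active = potentiation over 3 SD above the plate norm, cut at about 30% in these data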; also: 0% is about no effect
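Tetracycline-induced HEK293 T-REx cells force-coupled to calcium signalling expressed D2; compounds were pin-added after a 10 s baseline, read kinetically 180 s, then an EC20 dopamine challenge followed with a further 180 s calcium read.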
Vif-A3G inh: Vif-A3G binding inhibition | Q9HC16 | HeLa A3G-eYFP + Vif (tagged APOBEC3G with the HIV-1 protein that degrades it), YFP fluorescence, overnight | Potency, µM (series often up to 46.1 µM), without a hit: at the highest dose activity, negative = active, most hits filed as inhibitors | actives 0.076% (n = 410,000);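 also: potency is read from the fitted curve at half-maximal effect; % is scaled to controls: 0 for no effect and ±100 for the full control effect; nearly all actives have a fitted effect of over 60% in size; hits raise eYFP signal because A3G escapes Vif-driven loss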
Target sequence (Q9HC16 whole entry, looked up): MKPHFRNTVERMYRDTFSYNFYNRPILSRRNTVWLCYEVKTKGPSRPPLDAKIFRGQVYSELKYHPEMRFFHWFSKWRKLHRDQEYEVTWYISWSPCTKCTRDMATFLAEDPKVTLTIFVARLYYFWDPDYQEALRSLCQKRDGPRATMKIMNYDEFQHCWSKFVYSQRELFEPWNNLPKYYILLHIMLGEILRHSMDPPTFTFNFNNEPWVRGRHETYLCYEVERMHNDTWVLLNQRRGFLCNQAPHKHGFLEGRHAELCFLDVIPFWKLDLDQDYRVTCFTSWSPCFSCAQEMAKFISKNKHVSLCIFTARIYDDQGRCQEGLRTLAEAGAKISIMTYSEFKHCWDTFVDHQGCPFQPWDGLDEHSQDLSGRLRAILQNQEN
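Read-out is eYFP fluorescence (Ex 488/Em 500-530) from Vif-expressing HeLa A3G-eYFP cells; more signal means A3G escaped Vif-mediated degradation. Cells plated overnight, compound pinned in, incubated overnight at 37 deg C.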
RXFP1 agonist: activates the human relaxin receptor RXFP1; Q9HBX9; HEK293T-RXFP1 cAMP TR-FRET, 30 min; response scale: percent of porcine relaxin response, buffer zero; Potency, µM (highest dose often 57.5 µM), inactives show at the top dose activation, hits mostly activators; actives 0.3% (n = 370,000); also: potency is read from the fitted curve at half-maximal effect; % is scaled to controls: 0 for no effect and ±100 for the full control effect; nearly all actives have a fitted effect of over 60% in size; many of its hits are not listed in these tables
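HEK293 cells stably expressing RXFP1, treated 30 min at 37C with compounds plus PDE4 inhibitor Ro 20174; cAMP measured by HTRF TR-FRET. Normalized to buffer and 29 nM porcine relaxin; EC50 by Hill fit.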
LDHA inh: inhibitors of human lactate dehydrogenase A. actives 0.15% (n = 480,000). AID 1347041. activity change, % (values are at about 110 or 230 µM). purified LDHA, NADH/diaphorase-resazurin fluorescence; active compounds read low. P00338; in the data active = activity change below about -30%; inconclusive = mostly about -25% to -30%;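 also: plate controls were DMSO wells for no effect and wells without enzyme for full effect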
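Enzyme activity of human lactate dehydrogenase 5 (2 nM; 0.06 mM NADH, 0.2 mM pyruvate, 5 min, RT) is measured via a resazurin/diaphorase fluorescence readout of residual NADH.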
Vif-APOBEC3F blk: Vif-A3F binding inhibition; Potency, µM (doses to about 46.1 µM), without a hit: at the top dose activity, negative = active; AID 602313; HeLa A3F-eYFP + Vif (tagged APOBEC3F with the HIV-1 protein that degrades it), YFP fluorescence increase; actives 0.2% (n = 390,000); also: potency is read from the fitted curve at half-maximal effect; % of control where 0% means no effect; nearly all actives have a fitted effect of over 65% in size
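HeLa cells stably expressing A3F-eYFP plus Vif, plated and incubated overnight at 37 deg C, then exposed to compounds overnight at 37 deg C. Blocked degradation read as raised yellow fluorescence (Ex 488/Em 500-530).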
D1 antag: blocks dopamine activation of the human D1 receptor; AID 504652; activity change, negative = inhibition, % at 10 µM; HEK293 TREx D1 cells, calcium flux, dopamine EC80; active compounds read low; actives 3.2% (n = 360,000); in the data active = activity change below about -30%; also: % is scaled to controls: 0 for no effect and ±100 for the full control effect
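After overnight tetracycline induction at 30 C, force-coupled D1 HEK293 cells took up a no-wash calcium dye at room temperature. Compounds were added and monitored 180 s, and the response to EC80 dopamine was then recorded.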
GRP78 ERSR act: inducers of ER stress response in human glioma cells. U87-MG GRP78 promoter luciferase reporter, 16 h. Potency, µM, without a hit: at the highest dose activation, hits mostly activators. actives 0.02% (n = 420,000). AID 602332; also: potency is read from the fitted curve at half-maximal effect; series mostly up to about 76 µM; % of control where 0% means no effect; nearly all actives have a fitted effect of over 35% in size
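Stably transfected U87-MG human glioma cells carrying a GRP78-based luminescent sensor were seeded at 1000 cells/well, pin-dosed with compounds and incubated 16 h. Luciferase reagent was then added, and end-point luminescence was read after 10 min at room temperature.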
D1 PAM: human D1 dopamine receptor positive modulation; P21728; HEK293 TREx D1 cells, calcium flux, dopamine EC20 potentiation; actives 0.036% (n = 360,000); potentiation, % at 10 µM; AID 504651; in the data active = potentiation above about 30%; also: 0% is about no effect
* = called active by the depositor; ? = inconclusive; . = not tested or not shown; & = joins results of further samples. Unless noted, calls follow the shape of the dose curve; as a rule, active = well fitted curve in the direction sought with a large enough effect; inconclusive = small, poorly fitted or top-dose-only effect, or another doubt; inactive = no such curve, though single readings can be large; an effect the other way counts as inactive or inconclusive. Only part of the results is shown; the hit share may differ from the screen's.

SMILES	D1 ag	D2 PAM	Vif-A3G inh	RXFP1 agonist	LDHA inh	Vif-APOBEC3F blk	D1 antag	GRP78 ERSR act	D1 PAM
CC(=O)Nc1ccc(S(=O)(=O)N(C)CC(=O)OCC(=O)c2ccc3c(c2)NC(=O)CO3)cc1	4	12	7%	1.9%	1	1%	-19	-3%	-3
N/N=C1\CCCc2nonc21	1	8	-1%	2.1%	2	1%	2	1%	-3
Cc1ccc2c(c1)c(=O)c(C(=O)c1ccc3c(c1)OCO3)cn2Cc1cccc(F)c1	2	-8	6%	1.3%	3	-3%	-66*	-4%	-3
O=C(CSc1nncn1-c1cccnc1)Nc1cccc(C(F)(F)F)c1	0	.	-5%	1.0%	-7	-2%	3	-3%	0
COC(=O)CN1C2(C#N)CCCCC2CC2CCCCC21C#N (stereo not given)	1	3	0%	-0.1%	-1	-3%	12	-5%	2
Cc1cc(C)c2c(c1)c(C)cc1nnc(SCC(=O)c3ccccc3)n12	-1	-7	-6%	3.1%	-4	5%	10	-5%	0
CSc1sc(-c2nnc(SCC(=O)Nc3ccc(Cl)cc3)n2C)c2c1C=CCC2	2	-6	0%	?	-4	2%	5	-3%	1
CC(C)(Cl)C1Cc2cc3ccc(=O)oc3cc2O1 (stereo not given)	8	8	-4%	-1.0%	-14	-5%	-23	5%	-4
COC(=O)c1ccc(C2CC(=O)Nc3cc(OC)c(OC)c(OC)c32)cc1 (stereo not given)	2	.	1%	2.1%	-5	-2%	8	-3%	1
COc1ccccc1-c1sc2cc3c(cc2c1C#Cc1ccccn1)OCO3	-1	21	-13%	3.9%	4	5%	.	1%	4
C[C@@H]1COC(=O)[C@@H](Cc2ccc(F)cc2)C/C=C\C[C@@H](CC(=O)NCCO)C(=O)N1	.	.	2%	.	-10	0%	.	-1%	.
CC(C)c1csc(CN2CCN(Cc3ccccc3)C(CCO)C2)n1 (stereo not given)	3	-4	-4%	3.6%	-3	10%	-12	-2%	-4

Marked active in D1 antag, among the entries above:
canonical_smiles	D1 ag	D2 PAM	Vif-A3G inh	LDHA inh	Vif-APOBEC3F blk	D1 antag	D1 PAM
Cc1ccc2c(c1)c(=O)c(C(=O)c1ccc3c(c1)OCO3)cn2Cc1cccc(F)c1	2	-8	6%	3	-3%	-66*	-3

Later entries:
SMILES	D1 ag	D2 PAM	Vif-A3G inh	RXFP1 agonist	LDHA inh	Vif-APOBEC3F blk	D1 antag	GRP78 ERSR act	D1 PAM
CCOC(=O)c1c(C)[nH]c(O)c1C=Nc1ccc(C(F)(F)F)cc1	.	.	-7%	-0.3%	5	4%	.	1%	.
O=C1/C(=N\O)Cc2ccccc21	4	5	2%	0.4%	-9	-4%	-5	-5%	6
Cc1ccc(N2CC(C(=O)NCC3CCCO3)CC2=O)cc1Cl (stereo not given)	2	-1	0%	1.2%	-9	-5%	4	-4%	-6
Cc1ccc(S(=O)(=O)NC(=O)Nc2nnc(C)s2)cc1	1	4	-2%	1.2%	1	4%	-5	-7%	-1
Cc1cc(C)n(CC(C)NC(=O)CCc2nnc(CCc3ccccc3)o2)n1 (stereo not given)	1	9	0%	-1.8%	0	-16%	0	-1%	-2
COc1cccc(-n2c(-c3ccc4[nH]c(C)c(C)c4c3)n[nH]c2=S)c1	0	10	-9%	5.9%	-11	-8%	0	1%	-3
CNC(=O)C1CC(=O)N(CCc2ccccc2)C(=Nc2ccc(OC)cc2)S1 (stereo not given)	7	-2	-5%	2.1%	-9	2%	-28	-9%	-6
Cc1ccc(-n2nc(C)c3c(C)cc(=O)n(CC(=O)Nc4cccc(C)c4C)c32)cc1	2	11	1%	3.1%	-2	-5%	16	-4%	-3
CC(=O)Nc1ccc(/C=C(\C#N)C(=O)NCc2ccccc2)cc1	0	-2	-5%	5.4%	-11	-4%	-7	-3%	-2
Cc1ccc(S(=O)(=O)Nc2cccnc2Oc2ccc(Cl)cc2)cc1	10	2	-2%	3.4%	2	0%	-10	-8%	-7
O=C1OC(c2ccccc2)Sc2ccccc21 (stereo not given)	.	.	-6%	.	4	-8%	.	1%	.
Cc1cc(NC(=O)Nc2nnc(N3CCCCCC3)s2)ccc1Br	-1	0	-4%	-4.3%	-10	4%	-9	-2%	-3
COC(=O)c1ccccc1NS(=O)(=O)c1cc2c(cc1C)N(C)CCO2	0	-2	2%	-2.1%	-9	3%	-7	-3%	-1
CSc1ccc(/C=N/N2CCN(C)CC2)cc1	5	-8	4%	-2.1%	-13	10%	-3	-7%	-6
Cc1ccc(CCNC(=O)c2c(C)oc3ncn(CC(C)C)c(=O)c23)cc1	-1	4	2%	0.4%	-7	-4%	-21	-4%	2
O/N=C1/CC/C(=N\O)c2nn(-c3ccccc3)nc21	1	-7	-4%	1.1%	3	-13%	2	1%	2
COc1ccc(Oc2ccc(/C=C/C(=O)c3ccc(O)cc3)cc2[N+](=O)[O-])cc1	3	6	-16%	-1.9%	-1	-3%	-15	-14%	-9
COc1ccc(OC)c(NC(=O)c2cnn(-c3ccc(C)cc3)c2C2CCNCC2)c1	0	-6	0%	-3.7%	13	3%	12	-5%	4
CCCCOP(=O)(c1ccc(N(C)C)cc1)C(O)c1ccc(N(C)C)cc1 (stereo not given)	2	2	-1%	3.9%	-15	-16%	0	-7%	3
O=C(O)C(=Cc1ccccc1)Cc1ccccc1	.	.	3%	.	-6	5%	.	0%	.
Cc1ccc(N2C(=O)CN(Cc3sccc3C)C2=S)cc1C	4	9	-9%	-0.6%	-7	0%	3	-3%	-4
CCOC(=O)C1=C(c2ccccc2)Nc2ncnn2C1c1cc(OC)cc(OC)c1OC (stereo not given)	1	-1	2%	-0.3%	4	-1%	20	-4%	-5
CCC(=O)N1CCN(c2c(Cl)cccc2[N+](=O)[O-])CC1	1	-6	-2%	0.2%	-3	.	1	6%	-3
Nc1nc2ccc(Oc3ccccc3)cc2s1	1	-5	-20%	-2.1%	-5	6%	17	4%	-1
COc1ccccc1NC(=O)c1oc2ccccc2c1NC(=O)C1CCCCC1	1	-2	2%	?	-2	-10%	2	-5%	4
CC(=O)c1cc2c(cc1NC(=O)CN1CCCCCC1)OCO2	0	2	3%	2.7%	-18	0%	34	-6%	1
COc1cccc(NC(=O)COC(=O)c2c(F)cccc2F)c1	2	2	-7%	3.4%	-1	0%	-1	3%	-3
CC1C(=O)N(Cc2cn(Cc3ccco3)nn2)CCS(=O)(=O)N1Cc1ccc(-c2ccc(Cl)c(Cl)c2)cc1 (stereo not given)	.	.	-19%	.	-3	-31%	.	2%	.
O=C(/C=C/c1cccc([N+](=O)[O-])c1)NCCN1C(=O)S/C(=C\c2ccc(F)cc2)C1=O	4	9	0%	1.7%	-5	-7%	-40*	-2%	-4
CCc1ccc(S(=O)(=O)Nc2cccc(-c3ccc(N4CCCCC4)nn3)c2)s1	-1	-3	0%	-0.2%	-3	1%	-8	6%	-1
COC(=O)CN1C(=O)[C@H]2[C@@H](c3ccc(C)o3)N3C(=O)CN(Cc4ccccc4)C(=O)[C@@]3(Cc3ccccc3)[C@H]2C1=O	-2	-11	1%	0.5%	0	-4%	-1	-4%	6
CN(NS(=O)(=O)c1ccc(Cl)cc1)c1nc(C(F)(F)F)nc2ccccc12	27	6	-5%	-0.5%	-2	-5%	-24	-4%	-7
CN(C)CCCNC(=O)c1ccc(-c2cc(O)c3ncccc3c2)cc1	3	.	5%	20%	12	-6%	-4	-5%	-4
Cc1cc(C)nc(NC2=NCCN2C(=O)NC2CCCCC2)n1	4	8	1%	-0.3%	0	-1%	-1	-5%	0
O=C(O)CCn1cc(/C=C2\SC(=S)NC2=O)c(-c2ccccc2)n1	3	7	0%	-1.0%	-14	0%	-5	-5%	-5
CC(C)(C)c1cc(C(=O)C[n+]2ccc(C(=O)NCCCO)cc2)cc(C(C)(C)C)c1O	1	9	5%	0.7%	1	-2%	19	-2%	-3
Cc1ccc(S(=O)(=O)NNC(=O)C(=O)NNc2ccccn2)cc1	1	-26	-3%	-2.3%	3	.	4	-4%	9
Cc1nn(-c2cccc(Cl)c2)c2nc(-c3cccnc3)cc(C(F)(F)F)c12	1	7	-4%	7.3%	-3	5%	-12	-2%	1
COC(=O)CCN1CCC2CC1c1cc(N3CCCCC3)ccc12 (stereo not given)	.	.	-2%	.	-5	-4%	.	-6%	.
O=C(Cc1ccc(F)cc1)N/N=C/c1ccc2c(c1)OCO2	3	0	-2%	0.9%	-8	0%	12	1%	-5
CCN(C(C)=O)c1nnc(CSc2nc3ccccc3s2)s1	8	29	-6%	2.6%	-9	-3%	-6	-2%	-4
COc1cccc(CC(=O)NCc2ccc3c(c2)CCN3C(C)=O)c1	3	-6	9%	11%	-4	-3%	8	0%	-2
O=C(Nc1ccccc1C(F)(F)F)N1CCN(c2ccc3nnc(-c4ccc(F)cc4)n3n2)CC1	0&-1	12&1	2%&-2%	3.6%&9.8%	-2&-5	-5%&11%	3&-13	-5%&-3%	-3&-4
CC(=O)Oc1cccc(NC(=O)c2ccc3c(c2)C(=O)N(CC(C)C)C3=O)c1	5	3	-1%	2.4%	0	6%	-1	7%	-1
CC1CN(C(=O)c2cccc(C(=O)N3CC(C)OC(C)C3)c2)CC(C)O1 (stereo not given)	4	0	1%	4.0%	-6	-10%	-9	-5%	-5
CCN(CC)CCNC(=O)C1CCN(c2cc(C)nc3c(-c4ccc(Cl)cc4)c(C)nn23)CC1	11	6	2%	0.8%	0	2%	-13	-1%	-6
CCS(=O)(=O)N1CCN(c2nc(-c3ccccc3)cs2)CC1	3	.	5%	0.4%	-5	-9%	-7	4%	3
CCOc1cccc(C2/C(=C(/O)c3ccc4c(c3)CC(C)O4)C(=O)C(=O)N2Cc2ccncc2)c1 (stereo not given)	0	-5	2%	?	-9	-9%	1	-7%	3
COc1ccccc1OCCNC(=O)C(CCSC)NC(=O)COc1ccccc1 (stereo not given)	0	-11	0%	-2.5%	-8	-21%	7	-2%	-3
